High-throughput results from PubChem.
STAT1 activator: STAT1 signaling activation; 200,000 compounds, 2.6% hits; activation (% of control), % at 5.5 µM; NIH 3T3 STAT1-luciferase reporter, IFN-gamma, luminescence; 100% = IFN-gamma alone, no compound;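 active = activation above the screen-wide mean activation plus 3 SD, cut at about 130% in these data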;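 also: raw ratio to IFN-gamma control signal so 100% means no change and 0% no light; values of inactives mirror those of a sister screen read the other way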
Diaphorase inh: inhibits diaphorase or chemically oxidizes, flagging diaphorase assay artifacts | diaphorase resazurin-to-resorufin fluorescence, NADH, 16 min; bacterial (C. kluyveri) enzyme, not human | inhibition, % at 20 µM | 190,000 compounds, 0.69% hits;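 active = primary screen inhibition at 20 µM above a set limit, cut at about 50% in these data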;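 also: plate controls were DMSO with full reaction for no effect and wells lacking NADH for full effect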
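Test system: diaphorase enzyme from Clostridium kluyveri; amount: diaphorase at 0.14 U/mL in enzyme working solution; detection: fluorescence of resorufin formed from resazurin, Ex 544/Em 590 nm; times: reaction incubation of 16 min at room temperature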
G6PDH counter: inhibits Leuconostoc G6PDH, flagging false hits in G6PDH-based assays; inhibition, % at 5 µM; Purified L. mesenteroides G6PDH, diaphorase/resazurin coupled fluorescence, 45 min; 200,000 compounds, 0.12% hits; in the data active = inhibition above about 50%
APP transl inh: APP translation inhibition; SH-SY5Y APP 5'UTR-luciferase reporter, luminescence; inhibition, % at 2 µM; 190,000 compounds, 0.82% hits; AID 1285;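 active = inhibition above a set limit, derived from the sample mean plus 3 SD, cut at about 45% in these data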; also: values of inactives mirror those of a sister screen read the other way
FLuc stim CS: affects firefly luciferase, flagging false hits in luciferase stimulation screens; activation factor at 10 µM; ATPlite luciferase biochemical, luminescence, 10 min; 0 = ATP-free wells, 1 = DMSO control; P08659; AID 1027; 200,000 tested, under 10 active;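 active = luciferase activation factor, scaled between plate controls, of at least 2 with compound at 10 µM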
Target sequence (P08659 whole entry, looked up): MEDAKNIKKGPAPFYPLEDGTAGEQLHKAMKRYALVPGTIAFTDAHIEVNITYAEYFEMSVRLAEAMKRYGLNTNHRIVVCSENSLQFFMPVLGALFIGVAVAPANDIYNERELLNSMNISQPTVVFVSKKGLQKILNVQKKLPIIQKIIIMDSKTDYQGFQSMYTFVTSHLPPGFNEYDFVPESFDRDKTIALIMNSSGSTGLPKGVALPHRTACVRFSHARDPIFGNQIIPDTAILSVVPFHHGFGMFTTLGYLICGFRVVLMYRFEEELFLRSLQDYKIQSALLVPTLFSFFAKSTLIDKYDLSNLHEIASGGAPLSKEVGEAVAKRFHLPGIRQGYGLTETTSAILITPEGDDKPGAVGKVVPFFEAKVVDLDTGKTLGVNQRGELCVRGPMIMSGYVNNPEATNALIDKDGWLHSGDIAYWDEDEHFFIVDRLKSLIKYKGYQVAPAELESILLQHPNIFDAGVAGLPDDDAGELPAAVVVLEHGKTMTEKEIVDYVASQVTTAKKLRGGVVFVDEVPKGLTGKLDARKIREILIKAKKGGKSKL
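System: luciferase plus luciferin reagent, cell-free; medium: PBS as buffer for the ATP substrate; dosing: test compounds dosed from 2 mM stocks in 100% DMSO; timing: 10 min post-reagent at room temperature; measured by: luminescence measurement of luciferase light output; evaluation: luciferase activation, seen as luminescence increase over controls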
APP 5'UTR act: APP 5'UTR luciferase reporter activation; SH-SY5Y APP 5'UTR luciferase reporter, luminescence; zero percent = DMSO vehicle wells; activation, % at 2 µM; 190,000 compounds, 1% hits; AID 1276;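 active = activation above a set limit, based on mean plus 3 SD of controls, cut at about 140% in these data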; also: values of inactives mirror those of a sister screen read the other way
FLuc inhib CS: Photinus pyralis luciferase inhibition counter-screen; P08659; ATPLite firefly luciferase biochemical luminescence, 10 min; inhibition, % at 10 µM; 200,000 compounds, 1.5% hits;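 active = inhibition above about 50% when tested at 10 µM, limit read from the data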
Diaphorase act: counter-screen for diaphorase-based assays: diaphorase activators and chemical reducers | activation factor at 20 µM | Diaphorase/resazurin coupled assay, resorufin fluorescence, 16 min; hits give high values; 1 = vehicle wells, 0 = NADH-free wells | 190,000 compounds, 0.005% hits | AID 1229;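 active = diaphorase activity raised at least twofold by the compound at 20 µM; inactive = activation factor below 2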
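Assay system: Purified diaphorase enzyme from Clostridium kluyveri | Amount: Enzyme 0.07 U/mL final | Dosing: Compound 20 µM once, DMSO 1% | Timing: 16 min reaction at room temperature | Detection: Fluorescence, excitation 544 nm and emission 590 nm | Evaluation: Higher resorufin formation from activation or reduction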
TLR4 MyD88 comp: inhibitors of human TLR4-MyD88 binding; 200,000 compounds, 0.18% hits; inhibition, % at 8.4 µM; AID 861; O00206+Q99836; HeLa CL3-4 TLR4/MyD88 BLA complementation, FRET ratio; in the data active = inhibition above about 25%;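 also: 0% = vehicle and 100% = reference inhibitor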
NF-kB neuron act: raises NF-kB expression in human neuronal cells | NF-kB reporter expression; hits give high values | fold change at 12.5 µM | 190,000 compounds, 1.6% hits | AID 1239; in the data active = fold change above about 3.3
* = called active by the depositor; nt = not tested or not shown.

Molecule	TLR4 MyD88 comp	APP transl inh	G6PDH counter	Diaphorase inh	FLuc inhib CS	Diaphorase act	FLuc stim CS	NF-kB neuron act	STAT1 activator	APP 5'UTR act
Cc1ccccc1-n1c(SCC(=O)N2CCN(c3ccccc3)CC2)nnc1-c1ccncc1	0	2	4	12	-4	0.9	1	0.63	87	-2
COc1ccccc1CNC(=O)c1cc(-c2cccnc2)nc2ccccc12	-1	5	3	5	-10	1	1.1	0.6	101	-5
N=c1c(S(=O)(=O)c2ccccc2)cc2c(=O)n3ccccc3nc2n1Cc1ccco1	4	-6	0	51*	0	0.5	1	1.2	100	6
CCCCC(CCC(=O)Nc1ccccc1C(=O)OCC)C(=O)O (stereo not drawn)	3	12	-2	6	-3	0.9	1	0.8	104	-12
CC(C(=O)N1CCN(C)CC1)N1C(=O)c2ccccc2C1=O (stereo not drawn)	6	-6	14	2	3	1	1	0.86	95	6
CCOC(=O)c1c(NC(=O)C2C3C=CC(C3)C2C(=O)O)sc2c1CC(C)CC2 (stereo not drawn)	-3	-16	10	6	-12	0.9	1.1	1.1	94	16
Cc1nc2ccccc2nc1CN1CCC(CO)(CC2CCCCO2)CC1 (stereo not drawn)	-5	-11	7	9	-7	0.9	1.1	0.93	106	11
CSCCC(NC(=O)c1cccc([N+](=O)[O-])c1)C(=O)O (stereo not drawn)	5	-1	4	9	-4	0.9	1	1.3	106	1
CCOC(=O)c1sc2nc(N3CCOCC3)c3c(c2c1N)CCC3	-16	-3	3	9	-4	0.9	1	0.71	103	3
O=C(CCCn1c(=S)[nH]c2ccsc2c1=O)Nc1ccc2c(c1)OCCO2	2	-14	-3	32	5	0.7	1	0.46	80	14
COc1ccccc1[C@@H]1C(c2cccc(Cl)c2)=NN(c2ccccc2)[C@H]1C(=O)N1CCOC1=O	-10	-7	17	23	-9	0.8	1.1	0.86	98	7
COC(=O)c1c(NC(=O)CN2CCC3(O)CCCCC3C2c2cc(OC)ccc2OC)sc(C)c1C (stereo not drawn)	-5	-5	3	23	-7	0.8	1.1	0.57	95	5
CC(C)Cn1cnc2c(c1=O)c1nc3ccccc3nc1n2Cc1ccc2c(c1)OCO2	0	3	-2	-9	-1	1.1	1	0.86	108	-3
O=C(Cc1ccccc1)Nc1ccc(NC(=O)c2cccc(Cl)c2)cc1	-10	-2	11	3	0	1	1	0.94	100	2
CCN(CC)C(=O)CSc1nc2c(sc(=S)n2CC)c(=O)n1-c1ccccc1	5	-5	4	22	-4	0.8	1	1	92	5
O=C(NCc1ccccc1)C(=O)NCC1OCCN1S(=O)(=O)c1cccs1 (stereo not drawn)	3	7	15	16	-9	0.8	1.1	1.1	102	-7
COc1ccc(OC)c(C2C(C(C)=O)=C(O)C(=O)N2c2ccc(F)cc2)c1 (stereo not drawn)	6	-9	6	10	-14	0.9	1.1	1.4	105	9
COc1ccc(NC(=O)c2ccc([N+](=O)[O-])s2)c([N+](=O)[O-])c1	0	-18	7	3	-4	1	1	1.5	91	18
Cc1cccc(N=Nc2c(O)[nH]c3ccc(F)cc23)c1	17	-32	9	-4	11	1	0.9	2.2	161*	32
Cn1c(=O)c2nc(NCc3ccccc3)cnc2n(C)c1=O	24	-7	-3	18	-6	0.8	1.1	0.89	100	7
Cn1c(=O)c2c(SCc3ccccn3)nc(-c3ccccc3)nc2n(C)c1=O	-2	-6	nt	nt	nt	nt	nt	nt	95	6
Cc1sc(NC(=O)C2CCCCC2)c(C#N)c1-c1ccccc1	14	-46	3	12	10	0.9	0.9	1.4	130*	46
Cc1cc(C)n(C(=O)CNC(=O)/C=C/c2ccccc2)n1	-7	-16	8	-2	-2	1	1	1.2	101	16
Cc1cc([N+](=O)[O-])nn1Cc1ccc(C(=O)N/N=C/c2ccccc2)cc1	-6	0	-11	18	4	0.8	1	1	102	0
CCOc1nc(-c2ccc(C)cc2)ccc1-c1noc(COC)n1	2	-17	1	19	-1	0.8	1	1.5	91	17
CCOC(=O)Cc1cc(-c2ccccc2)nc2ccc3ccccc3c12	9	-8	3	27	-2	0.7	1	0.9	105	8
COc1cccc(CNC(=O)C2CCCN(S(=O)(=O)c3c(C)n[nH]c3C)C2)c1 (stereo not drawn)	4	-7	9	14	-3	0.9	1	0.91	97	7
O=C(c1ccccc1)C(C(=O)N1CCc2ccccc2C1)n1ccccc1=O (stereo not drawn)	-5	8	-7	5	-2	1	1	0.91	102	-8
COc1ccc(NC(=O)CSCc2ccc(C)cc2)cc1	6	-12	11	13	-4	0.9	1	1.1	105	12
O=C(N/N=C/C=C/c1ccc([N+](=O)[O-])cc1)c1cccs1	-2	-7	10	14	3	0.9	1	1.4	108	7
CCOC(=O)Cc1[nH]nc2c1C(c1ccsc1)C(C#N)=C(N)O2 (stereo not drawn)	-8	6	10	17	-8	0.8	1.1	1.8	78	-6
C/C(=N\NC(=O)NC1CCCCC1)c1ccco1	-12	-20	4	6	-3	0.9	1	1.3	105	20
CC(C)(C)C(=O)NC(=S)Nc1ccc(S(=O)(=O)Nc2nccs2)cc1	5	-11	5	4	-11	1	1.1	1.2	111	11
Cc1occc1C(=O)Nc1cccc(/C=C/C(=O)O)c1	-19	-4	nt	nt	nt	nt	nt	nt	103	4
COc1ccc(NS(=O)(=O)c2ccc(NC(C)=O)cc2)c(OC)c1	-13	6	8	9	-6	0.9	1.1	1.7	94	-6
O=C1NC(c2ccccc2)=NC1(NS(=O)(=O)c1ccc(Cl)cc1)C(F)(F)F (stereo not drawn)	22	-5	1	13	-3	0.9	1	0.98	107	5
N#CCCCn1c(-c2ccccc2)noc1=O	-3	11	5	6	-6	0.9	1.1	1	107	-11
CCCC(=O)n1nc(-c2ccc(C)cc2)nc1NCc1ccco1	0	-64	13	17	0	0.8	1	1.8	112	64
Cn1c(-c2nonc2NC(=O)c2ccc(C(C)(C)C)cc2)nc2ccccc21	nt	nt	3	2	0	1	1	nt	nt	nt
CCOC(=O)N1CCN(S(=O)(=O)c2cc3c(cc2C)NC(=O)CO3)CC1	1	-3	3	7	-1	0.9	1	1.1	93	3

Brought forward from above: 4 entries, then new ones.
Molecule	TLR4 MyD88 comp	APP transl inh	G6PDH counter	Diaphorase inh	FLuc inhib CS	Diaphorase act	FLuc stim CS	NF-kB neuron act	STAT1 activator	APP 5'UTR act
N#CCCCn1c(-c2ccccc2)noc1=O	-3	11	5	6	-6	0.9	1.1	1	107	-11
CCCC(=O)n1nc(-c2ccc(C)cc2)nc1NCc1ccco1	0	-64	13	17	0	0.8	1	1.8	112	64
Cn1c(-c2nonc2NC(=O)c2ccc(C(C)(C)C)cc2)nc2ccccc21	nt	nt	3	2	0	1	1	nt	nt	nt
CCOC(=O)N1CCN(S(=O)(=O)c2cc3c(cc2C)NC(=O)CO3)CC1	1	-3	3	7	-1	0.9	1	1.1	93	3
Cc1ccc(C(=O)N/C(N)=N/c2nc3ccccc3o2)cc1	-1	-1	0	0	0	1	1	1.1	107	1
O=C1NN=C(c2ccc(Cl)cc2)CC1c1cccc(Br)c1 (stereo not drawn)	-1	17	-3	3	-3	1	1	1.1	103	-17
O=C(O)C1CCCCN1S(=O)(=O)c1cccc2nsnc12 (stereo not drawn)	2	5	-5	8	-6	0.9	1.1	1.1	92	-5
CCCCCCC12CCC(C(=O)O)(CC1)CC2	-4	-7	8	15	0	0.8	1	1	101	7
CCOC(=O)C1=C(c2ccccc2)N2CCN=C2S1	-4	-4	nt	nt	nt	nt	nt	nt	94	4
Brc1ccc(CSc2ncn[nH]2)cc1	3	-1	-1	21	-4	0.8	1	1	100	1
COCc1cc(C)nc(OCC(=O)N/N=C/c2ccc(O)cc2)c1C#N	-15	-8	7	12	-3	0.9	1	1.1	98	8
Cc1nc(SCc2ccc(F)cc2)c([N+](=O)[O-])[nH]1	-13	-26	1	10	17	0.9	0.8	1	96	26
CCCn1nnc(NC(=O)c2ccc(Cl)cc2Cl)n1	16	-58	10	7	26	0.9	0.7	2	131*	58
CC(=O)Cc1nsc(NC(=O)c2ccc(-c3ccccc3Cl)o2)n1	5	-12	7	5	26	1	0.7	1.7	99	12
CC(C)(O)[C@@H]1Cc2c(ccc3ccc(=O)oc23)O1	-4	10	9	4	-8	1	1.1	1.3	109	-10
CN1CCN(C(=O)C2=C[C@H](c3ccc4c(c3)OCO4)C[C@H](OCc3ccc(CO)cc3)O2)CC1	-10	-5	16	6	-1	0.9	1	1.2	101	5
Oc1ccc(Br)cc1/C=N/N1CCCCC1	-2	-54	-1	11	23	0.9	0.8	4*	110	54
COc1cc(C(=O)O)cc(NC(=O)c2cccs2)c1OC	-8	10	15	26	6	0.7	0.9	1	107	-10
COC(=O)c1ccc(CSc2nnc(NC(=O)C3CC(=O)N(Cc4ccc(C)cc4)C3)s2)cc1 (stereo not drawn)	-6	3	2	21	-6	0.8	1.1	1.2	106	-3
